# Compound activity (PubChem)
# p97 ATPase inh: human p97 ATPase inhibition | P55072 | recombinant p97 ATPase, Kinase-Glo ATP luminescence, 3 h | inhibition, % at 8 µM | 220,000 compounds, 0.42% hits | AID 1481; in the data active = inhibition above about 15%;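 note: 0% = DMSO vehicle and 100% = wells lacking enzyme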
# Target sequence (P55072 whole entry, looked up): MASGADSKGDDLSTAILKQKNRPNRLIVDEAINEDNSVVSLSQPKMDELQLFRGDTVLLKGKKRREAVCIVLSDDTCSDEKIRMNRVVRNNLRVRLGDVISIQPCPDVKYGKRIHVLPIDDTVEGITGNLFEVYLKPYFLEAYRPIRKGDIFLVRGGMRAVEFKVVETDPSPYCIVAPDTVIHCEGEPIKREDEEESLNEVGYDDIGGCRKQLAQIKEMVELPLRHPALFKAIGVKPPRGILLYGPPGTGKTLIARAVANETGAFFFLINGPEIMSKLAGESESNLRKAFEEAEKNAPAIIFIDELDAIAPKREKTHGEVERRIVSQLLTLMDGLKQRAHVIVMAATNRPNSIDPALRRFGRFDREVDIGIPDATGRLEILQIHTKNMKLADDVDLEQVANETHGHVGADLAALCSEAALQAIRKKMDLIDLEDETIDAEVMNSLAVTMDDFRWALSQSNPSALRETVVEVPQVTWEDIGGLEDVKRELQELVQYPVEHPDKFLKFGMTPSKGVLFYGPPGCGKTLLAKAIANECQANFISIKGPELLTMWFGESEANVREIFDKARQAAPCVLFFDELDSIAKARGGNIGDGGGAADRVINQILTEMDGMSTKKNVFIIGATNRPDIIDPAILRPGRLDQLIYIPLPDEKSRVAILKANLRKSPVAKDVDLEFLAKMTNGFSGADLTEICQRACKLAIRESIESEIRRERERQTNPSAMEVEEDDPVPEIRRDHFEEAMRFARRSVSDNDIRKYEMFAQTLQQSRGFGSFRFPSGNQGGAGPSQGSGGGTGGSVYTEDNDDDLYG
# FXIa inh 1536: inhibitors of human coagulation factor XIa; P03951; purified FXIa, Boc-Glu-Ala-Arg-AMC fluorogenic substrate; inhibition, % at 5 µM; 220,000 compounds, 0.14% hits; AID 798;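 active = inhibition of at least 40%; inactive = inhibition below 40%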;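 note: fluorescence of freed AMC excited at 355 nm; 0% = enzyme without compound and 100% = no enzyme blank; many of its hits are not listed in these tables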
# MDM2 E3 inh: inhibitors of human Mdm2 E3 ubiquitin ligase. cell-based MDM2 ubiquitination luciferase reporter, 2 h; 0 = plate control, 100 = twice control, blank-subtracted. signal enhancement, % at 5 µM. 210,000 compounds, 0.11% hits;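 active = signal enhancement of 30% or more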;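 note: luminescence tracks abundance of the self-degrading MDM2-luciferase fusion protein; higher signal means inhibition of MDM2 E3 ligase activity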
#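 Assay system: stable mammalian line carrying autodegrading MDM2–luciferase fusion reporter; Input: 2000 cells in each well; Compound dosing: single-point 5 µM; Schedule: 2 h compound exposure at 37 °C; Signal: SteadyLite luciferase luminescence after 15 min room-temperature reagent incubation; Evaluation: % luminescence enhancement versus blank-corrected plate control mean; Benchmarks: plate controls and plate blanks.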
# 14-3-3 Bad inh: disrupts binding of bovine 14-3-3 zeta to phospho-Bad peptide; P63103; TR-FRET 14-3-3zeta/Dy647-pBad peptide displacement, 1 h; inhibition, % at 21.7 µM; 220,000 compounds, 0.71% hits; AID 781;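 active = inhibition above about 70%, limit read from the data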;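 note: 0% = full 14-3-3 plus peptide FRET controls and 100% = background without 14-3-3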
# eIF4E 4G PPI: eIF4E/eIF4G interaction inhibition in translation initiation; TR-FRET eIF4E-eIF4GI(517-606) binding, 2 h; 220,000 compounds, 0.37% hits; inhibition, % at 21.7 µM;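 active = inhibition above about 30%, limit read from the data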;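 note: 0% = full FRET control wells and 100% = background wells lacking eIF4GI fragment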
# Wee1 degr inh: human Wee1 degradation inhibition, primary screen; P30291; HeLa Luc-Wee1K328M stability, luciferase luminescence; 100% = proteasome inhibitor MG132 effect; reporter increase, % at 5 µM; 220,000 compounds, 1.2% hits; AID 1321;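 active = activation above the mean of all tested compounds plus 3 SD, set per screening run, cut at about 8.8% in these data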;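 note: cells exposed to compound for 20 h before luminescence read; 0% = DMSO alone and 100% = MG132 at 30 µM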
# Rad51 HR inh: Rad51 (human) homologous recombination inhibition. hRad51 DNA strand exchange, fluorescence dequenching. inhibition, % at 10 µM. 200,000 compounds, 0.085% hits. AID 1385;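 active = inhibition above 40% at the single screening dose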;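 note: 0% = DMSO control wells and 100% = blanks with heterologous ssDNA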
#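 Assay system: Human Rad51 nucleoprotein filaments preassembled on unlabelled ssDNA | Reagent: Donor/quencher-labelled 47-bp dsDNA substrate | Doses: One concentration, 10 µM final | Times: 37 °C 15-min filament assembly, 30-min compound preincubation, 15-min exchange | Technique: Fluorescein emission 520 nm, excitation 485 nm | Benchmarks: Plate control and blank wells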
# hK5 inh: inhibitors of human kallikrein 5; Q9Y337; recombinant hK5, fluorogenic AMC substrate cleavage; inhibition, % at 5 µM; 210,000 compounds, 0.59% hits; AID 873;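 active = inhibition of 40% or more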;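 note: 0% = enzyme controls without compound and 100% = no-enzyme blanks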
# Target sequence (Q9Y337 67-293 limits assumed): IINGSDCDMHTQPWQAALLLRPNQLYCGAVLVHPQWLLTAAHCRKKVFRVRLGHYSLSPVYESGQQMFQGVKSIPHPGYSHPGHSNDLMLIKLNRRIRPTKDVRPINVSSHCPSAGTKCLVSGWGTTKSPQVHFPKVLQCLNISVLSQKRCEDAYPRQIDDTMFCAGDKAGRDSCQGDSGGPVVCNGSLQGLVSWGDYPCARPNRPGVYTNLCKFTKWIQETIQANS
# FXIIa inh: factor XIIa (human) inhibition; purified FXIIa, Boc-QGR-AMC fluorogenic substrate, 2 h; P00748; 220,000 compounds, 0.3% hits; AID 800; inhibition, % at 5 µM; in the data active = inhibition above about 40%;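 note: 0% = enzyme with no compound and 100% = blank without enzyme; many of its hits are not listed in these tables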
# The depositor's hits bear a star; nt = not tested or not shown; [ ] = remark or other dose.
p97 ATPase inh	FXIa inh 1536	MDM2 E3 inh	14-3-3 Bad inh	eIF4E 4G PPI	Wee1 degr inh	Rad51 HR inh	hK5 inh	FXIIa inh	Structure
-4	1	-20	-1	-4	4	0	1	3	Cc1cc(C)cc(-n2c(O)c(C=NC3CCS(=O)(=O)C3)c3ccccc3c2=O)c1 (stereo not drawn)
1	1	-10	-2	1	1	-7	0	8	Nc1c(N(CCO)C(=O)C2CCCCC2)c(=O)[nH]c(=O)n1Cc1ccccc1
9	2	-11	2	0	1	-8	-12	6	Cc1cc2c(c(=O)o1)C(CC(C)C)C(C#N)=C(N)O2 (stereo not drawn)
0	-1	-3	0	0	-1	5	-2	4	CC(CCc1ccccc1)NCC#N (stereo not drawn)
10	-1	-8	6	5	-3	4	-2	0	COc1ccc(Cl)cc1NC(=O)CCN1CCOCC1
3	-4	-10	-5[fluorescence artefact?]	-1	-1	-6	11	-4	CC1(C)CC(=O)CC(=O)/C1=N\Nc1c(Cl)cc(Cl)cc1Cl
-5	-6	-4	-2[fluorescence artefact?]	4	2	19	-16	7	CCCCC(=O)NC(=S)Nc1c(C)cc(Br)cc1C
5	5	-9	-12	-3	0	8	2	11	Cc1ccc(C)c(N(C(=O)Cn2nnc3ccccc32)C(C(=O)NC(C)(C)C)c2ccsc2)c1 (stereo not drawn)
-1	-3	2	-9	2	9.9*	8	-11	5	CC(C)CN(CC(C)C)C(=O)COc1ccccc1C(N)=O
-7	5	9	-4	9	3	nt	-24	14	COc1ccccc1-c1cc(C(F)(F)F)nc(S(C)(=O)=O)n1
1	1	-21	-8[fluorescence artefact?]	3[fluorescence artefact?]	2	6	-10	8	CCC(C)(C)NC(=O)CN(Cc1cccs1)C(=O)CNS(=O)(=O)c1ccc(C)cc1
0	0	-7	-16	-1	-1	11	nt	4	Cc1oc(-c2cccs2)nc1CN1CCN(C(C)C)C(CCO)C1 (stereo not drawn)
1	2	nt	-4[fluorescence artefact?]	-2[fluorescence artefact?]	-1	1	0	8	O=C(Cn1cccc1)N1CCc2ccccc21
1	8	0	-3	3	-3	-6	-10	20	c1ccc2cc(-c3cc4ccccn4c3)ccc2c1
1	1	-7	8	-4	-3	nt	1	8	CCCNC(=O)Nc1cc(S(=O)(=O)CC)ccc1O
2	-2	2	-8	-3	-3	-9	-1	8	Cc1cc(CNC(=O)CC2C(=O)NCCN2Cc2ccccc2C(F)(F)F)nn1C (stereo not drawn)
-2	1	7	10	0	-1	2	2	0	CCOC(=O)C1CCN(Cc2cnc(Oc3ccc(OC)cc3)s2)CC1
5	-2	-16	-24	13	0	26	-2	4	Nc1cc(=O)[nH]c(SCC(=O)Nc2nnc(-c3ccccc3)s2)n1
5	2	-29	1	-3	1	-3	-1	2	COCCNC(=O)/C(C#N)=C/c1ccc(OC(=O)c2cccs2)c(OC)c1
-1	-8	-15	1	3	3	4	-6	1	Cc1ncoc1C(=O)Nc1ccccc1C(N)=O
5	3	-3	-4[fluorescence artefact?]	1	0	4	-12	13	CCCCN(Cc1cc2ccccc2[nH]c1=O)C(=O)c1ccccn1
-1	-5	-16	-1	0	1	-1	-26	-1	CC(C)(C)NC(=O)C1CC(=O)OC12CCCCC2 (stereo not drawn)
1	-3	-18	-7	3	-2	-8	4	4	Cc1cc(C)cc(OCC(=O)OCC(=O)c2c(N)n(C)c(=O)n(C)c2=O)c1
0	2	-8	0	4	-2	1	-9	3	CCCc1nnc(NC(=O)CSc2ncn[nH]2)s1
-7	-8	-7	-13	-11[fluorescence artefact?]	3	5	-15	1	CCN(CC(=O)Nc1ccccc1OC)C(=O)COc1ccc2ccccc2c1
4	-1	-3	1	1	-2	0	1	5	OCC(O)C1OC(Nc2ccc(Br)cc2)C(O)C1O (stereo not drawn)
4	-1	-13	-4	7	-1	-4	0	16	COc1ccc(CCNS(=O)(=O)c2cccs2)cc1
-5	-1	-14	10	2	1	-1	-10	-3	Cc1ccc(S(=O)(=O)CCC(=O)NCc2ccccc2)cc1
-6	21	-36	2	-1	-2	-6	-5	29	O=C(CC1C(=O)NCCN1C(=O)c1ccc(F)cc1)OCc1ccccc1 (stereo not drawn)
-6	-3	-20	11	6	-2	-1	18	7	CCOc1ccccc1NC(=O)COC(=O)c1cccc(-c2ccc(OC(C)=O)cc2)c1
5	-8	-11	-3	-10	-3	-5	-7	-7	COc1ccc(CNC(=O)CN2CCC(C(=O)c3ccc(OC)cc3)CC2)cc1
-2	1	-8	16	7	5	nt	-5	4	CC1CN(C(=S)SCCN2Cc3ccccc3C2=O)CC(C)O1 (stereo not drawn)
-6	-4	-15	-24[fluorescence artefact?]	-40[fluorescence artefact?]	-2	2	-5	3	COc1ccc(O)c(C2=Nc3ccccc3N=C(c3ccco3)C2)c1
1	10	-11	-13	-3	-1	-3	2	27	C(=N\Nc1nc(-c2ccccc2)cs1)/c1cccs1
1	9	25	-11	-19	-2	-1	-2	20	CCn1c(C)c(C)c2cc(C(=O)Nc3cccc(Cl)c3)ccc21
1	-14	-15	4	3	-1	-8	-20	2	CC(NC(=O)C1CCCCC1)c1ccc2c(c1)OCCO2 (stereo not drawn)
4	3	5	-13	3	2	nt	4	12	COc1ccc(Cc2noc(CN3CCNC(=O)CC3)n2)cc1OC
4	0	-18	-8	9	-2	2	-6	11	CC(=C1C(=O)c2ccccc2C1=O)N1CCN(c2ccccn2)CC1
-1	-1	-9	30	-6	-1	-9	2	2	CS(=O)(=O)Nc1ccc(C(=O)NCCSC2CCCCC2)cc1
0	4	nt	-11	-4	2	nt	nt	11	COC(=O)Cc1ccc(NC(=S)NC(C)(C)C)cc1
5	-2	-6	-12[fluorescence artefact?]	5	2	6	-18	9	Cc1nn(-c2cccc(Cl)c2)c(Cl)c1/C=N/NC(=O)c1cccnc1
-1	12	-17	5	-1	1	-2	14	20	CCCCSc1ncc(C(=O)OCC)c(N)n1
5	-6	-5	-1	-24	-2	5	-15	-2	O=C1CC(c2cccc(Cl)c2)CC(O)=C1C=NCCCO (stereo not drawn)
2	3	-14	0	-1	3	nt	nt	7	COc1ccc(C(=O)c2cc3c(cc2[N+](=O)[O-])OCCO3)cc1
3	-2	-11	-18	-2	-1	24	-6	6	O=C(N/N=C/c1cccs1)c1ccc2ncccc2c1
0	14	-15	-4	2	4	-6	-12	40	COc1ccc(C(=O)NC(C)c2nnc(SCC(=O)Nc3nc(C)cs3)n2C)cc1 (stereo not drawn)
2	11	-6	-17	16[fluorescence artefact?]	6	-1	-14	16	Fc1ccc(N/N=C(/c2ccccc2)c2ccccn2)cc1
0	-1	-6	0	-2	1	-4	4	13	c1ccc2sc(NC3=NCN(CCN4CCOCC4)CN3)nc2c1
3	0	-7	-4	6[fluorescence artefact?]	-3	0	1	13	CC1=CC(C)(C)N2C(=O)C3(C(C#N)=C(N)Oc4cc(O)ccc43)c3c(C)c(C)cc1c32 (stereo not drawn)
1	-3	-11	63	12	1	1	-5	8	CC(C)CCOCC(=O)Oc1ccccc1C(=O)O
3	-15	-4	9	3[fluorescence artefact?]	-2	2	9	15	O=c1cc(O)c(-c2cccc(Cl)c2)c(Cl)[nH]1
5	6	-16	-3	-4	3	nt	4	10	C/C(=N\Nc1ccc(C#N)cc1[N+](=O)[O-])c1ccc(C)o1
2	1	-3	6	-2	0	-2	-12	7	CNC(=S)Nc1cc(C(F)(F)F)ccc1Cl
4	-4	-8	9	5	-1	nt	-105	-6	COC(=O)c1c(C#N)c(N)nc2c1CCCC2
-1	3	-13	-10	1	-1	18	3	14	CCOc1ccc(Nc2nnc(Cc3ccc(OC)cc3)c(=O)[nH]2)cc1
4	2	-19	-13	0	-1	0	18	7	NNc1nc(-c2ccccc2)cc(-c2ccccc2)n1

# The results go on.
p97 ATPase inh	FXIa inh 1536	MDM2 E3 inh	14-3-3 Bad inh	eIF4E 4G PPI	Wee1 degr inh	Rad51 HR inh	hK5 inh	FXIIa inh	Structure
-1	23	-17	8	-10	0	1	-2	28	COc1ccc(/C(N)=N/OC(=O)CSc2ccc(C)cc2)cc1
2	-2	-1	-11	1	0	-3	8	3	O=S1(=O)CCN(Cc2ccc(Cl)c(C(F)(F)F)c2)CC1
-1	2	-1	-11	-3	-3	5	5	14	COc1ccccc1NC(=O)c1cnc2c(-c3ccccc3)c(C)nn2c1C
-13	-7	4	2	4	2	9	0	5	CC(C)Cn1c(CCCNC(=O)c2ccc(F)cc2)nc2ccccc21
1	-7	-15	nt	nt	0	-2	-4	4	CC(=O)c1cccc(NC(=O)C2CC(=O)N(c3cccc(C)c3C)C2)c1 (stereo not drawn)
6	3	2	5	-5	1	nt	2	13	O=Cc1sc([O-])nc1-[n+]1ccc2ccccc2c1
2	9	9	3	5	0	5	-9	11	CCC(CC)c1nnc(NC(=O)c2ccc(N3CCCCC3)c([N+](=O)[O-])c2)s1
-4	5	-10	1	3	0	-3	-1	8	COc1cccc(NC(=O)CC2C(=O)NCCN2C(=S)Nc2ccc(F)cc2)c1 (stereo not drawn)
0	-5	-22	-6[fluorescence artefact?]	-2	1	-1	-3	5	CC(C)CCNC(=O)CSc1nc2ccccc2c(=O)[nH]1
1	-1	-1	6	6	3	-4	-1	nt	Cc1c(OCC(=O)N(C)C)ccc2c3c(c(=O)oc12)CCCCC3
11	-8	-8	10	2	-3	5	-10	7	CCOc1ccccc1-c1nc(SCC(=O)O)n[nH]1
10	-6	-21	-3	2	4	-15	1	9	Cn1ccnc1C(O)(c1ccccc1)c1nccn1C
4	5	-9	18	-15[fluorescence artefact?]	1	-4	-15	6	O=C1NC(=O)[C@@H]2C3c4ccccc4C=CN3[C@H](C(=O)c3cccs3)[C@H]12 (stereo partly drawn)
7	-2	-3	7	-7	1	6	-5	13	c1ccc(COc2cccc(CNn3cnnc3)c2)cc1
-3	-6	-3	-8	1	-2	4	-4	3	CCc1ccccc1NC(=O)Nc1cccn(Cc2ccccc2F)c1=O
3	0	-12	-1	-1	2	-9	-17	11	CCCCC(=O)NC(=S)NNC(=O)CC#N

# The list goes on; the last three above are carried over.
p97 ATPase inh	FXIa inh 1536	MDM2 E3 inh	14-3-3 Bad inh	eIF4E 4G PPI	Wee1 degr inh	Rad51 HR inh	hK5 inh	FXIIa inh	Structure
7	-2	-3	7	-7	1	6	-5	13	c1ccc(COc2cccc(CNn3cnnc3)c2)cc1
-3	-6	-3	-8	1	-2	4	-4	3	CCc1ccccc1NC(=O)Nc1cccn(Cc2ccccc2F)c1=O
3	0	-12	-1	-1	2	-9	-17	11	CCCCC(=O)NC(=S)NNC(=O)CC#N
9	2	2	6	-1	0	14	0	14	Cc1cc(=O)oc2cc(OCC(=O)N3CC(C)OC(C)C3)ccc12 (stereo not drawn)
6	1	-8	4	0	-3	21	-4	7	CC1(C)Cc2c(c(N3CCCC3)nc3sc4c(N5CCNCC5)ncnc4c23)CO1
1	-4	-3	-2	-1	8	9	8	10	N=C(N=C(N)N)N1CCc2ccccc21
4	-3	-5	-9	0	1	18	nt	3	CCc1cc(CNC(=O)CC2C(=O)NCCN2Cc2cccc(OC)c2)on1 (stereo not drawn)
